Assay outcomes: PubChem BioAssay, several laboratories
FLuc inh counter: Photinus pyralis luciferase inhibition counter-screen | ATPLite firefly luciferase biochemical luminescence, 10 min | inhibition, % at 10 µM | 200,000 tested, 1.5% active | AID 1006;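 active means inhibition above about 50% when tested at 10 µM, limit read from the data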
Target sequence (P08659 whole entry, looked up): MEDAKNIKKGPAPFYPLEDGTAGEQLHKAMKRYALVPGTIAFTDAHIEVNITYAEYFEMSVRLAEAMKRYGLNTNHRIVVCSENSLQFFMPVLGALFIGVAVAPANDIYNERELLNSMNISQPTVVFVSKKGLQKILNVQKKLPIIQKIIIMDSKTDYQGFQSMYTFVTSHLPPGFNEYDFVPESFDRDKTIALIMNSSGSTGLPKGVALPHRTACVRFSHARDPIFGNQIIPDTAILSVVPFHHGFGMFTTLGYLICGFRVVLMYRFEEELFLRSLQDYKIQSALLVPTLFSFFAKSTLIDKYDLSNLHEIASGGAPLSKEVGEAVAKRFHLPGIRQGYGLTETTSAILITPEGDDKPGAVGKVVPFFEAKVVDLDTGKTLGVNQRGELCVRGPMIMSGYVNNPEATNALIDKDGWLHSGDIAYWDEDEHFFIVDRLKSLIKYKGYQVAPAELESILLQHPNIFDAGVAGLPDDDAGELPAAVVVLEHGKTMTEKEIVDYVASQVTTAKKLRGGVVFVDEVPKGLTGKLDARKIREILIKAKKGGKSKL
STAT3 blocker: reduces IL-6 driven STAT3 reporter signal. 190,000 tested, 0.89% active. inhibition, % at 5.5 µM. U3A cells, IL-6 STAT3-luciferase reporter, luminescence; host cell line lacks STAT1. AID 862;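 active means inhibition above the mean inhibition across all screened compounds plus 3 SD, cut at about 44% in these data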;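 further: 0% = DMSO only wells and 100% = 100 µM nifuroxazide control wells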
STAT3 act: STAT3 signaling activation. 190,000 tested, 0.91% active. U3A cells, IL-6 STAT3-luciferase reporter, luminescence; 100% = signal with IL-6 EC80 alone. activation (% of control), % at 5.6 µM. AID 871;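 active means activation above the screen-wide mean of compound activation plus 3 SD, cut at about 130% in these data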;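 further: 0% = background luminescence of wells with medium and substrate only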
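Material: STAT3-luciferase reporter U3A cells. Controls: IL-6-treated wells, 100% activation. Read-out: % activation versus median of IL-6-stimulated wells. Probe or stimulus: IL-6 stimulus at 33 ng/mL final. Timing: compound 1 h, then IL-6 6 h at 37 °C. Signal: reporter luminescence signal.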
FLuc act counter: affects firefly luciferase, flagging false hits in luciferase stimulation screens. ATPlite luciferase biochemical, luminescence, 10 min; 0 = ATP-free wells, 1 = DMSO control. activation factor at 10 µM. 200,000 tested, under 10 active. AID 1027;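 active means luciferase activation factor, scaled between plate controls, of at least 2 with compound at 10 µM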
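System: Luciferase/luciferin detection reagent, cell-free biochemical luciferase assay | Medium: PBS buffer for ATP | Dosing: Test compounds dosed from 2 mM stocks in 100% DMSO | Timing: 10 min at ambient temperature | Signal: Luminescence measurement of luciferase light output | Evaluation: Luciferase activation, seen as luminescence increase over controls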
NF-kB neuron act: NF-kB expression increase, human neuronal cells | NF-kB reporter expression; stronger effect = higher value | fold change at 12.5 µM | 190,000 tested, 1.6% active; in the data active means fold change above about 3.3
STAT1 inh: reduces IFN-gamma driven STAT1 reporter signal | NIH 3T3 STAT1-luciferase reporter, luminescence | inhibition, % at 5.5 µM | 200,000 tested, 0.35% active;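 active means inhibition above a set limit, the mean inhibition across all tested compounds plus 3 SD, cut at about 34% in these data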;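 further: 0% = IFN-gamma with DMSO and 100% = IFN-gamma with 300 µM nifuroxazide; values of inactives mirror those of a sister screen read the other way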
APP 5'UTR act: activates APP 5'UTR luciferase reporter; activation, % at 2 µM; SH-SY5Y APP 5'UTR luciferase reporter, luminescence; zero percent = DMSO vehicle wells; 190,000 tested, 1% active;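 active means activation above a set limit, based on mean plus 3 SD of controls, cut at about 140% in these data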; further: values of inactives mirror those of a sister screen read the other way
ROMK mod: modulates human ROMK potassium channel activity. Tet-inducible ROMK, thallium flux fluorescence; actives lie on both sides. B-score at 10 µM. 130,000 tested, 2% active;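 active means signal ratio slope over the read window, or its plate-corrected B-score, at least 3 SD from the plate mean, either direction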;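 further: B-score of the F/F0 ratio slope over 7 to 12 s after thallium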
Target sequence (P48048 whole entry, looked up): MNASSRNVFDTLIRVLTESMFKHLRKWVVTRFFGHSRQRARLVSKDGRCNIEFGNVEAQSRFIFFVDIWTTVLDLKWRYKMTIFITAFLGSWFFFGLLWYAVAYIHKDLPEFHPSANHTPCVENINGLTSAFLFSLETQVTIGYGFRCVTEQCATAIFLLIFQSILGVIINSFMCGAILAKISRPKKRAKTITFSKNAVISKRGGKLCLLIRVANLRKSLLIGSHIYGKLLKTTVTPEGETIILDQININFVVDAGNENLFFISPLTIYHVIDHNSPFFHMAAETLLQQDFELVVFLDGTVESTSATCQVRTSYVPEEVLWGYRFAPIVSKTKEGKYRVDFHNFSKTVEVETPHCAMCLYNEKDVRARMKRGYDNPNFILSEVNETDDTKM
APP 5UTR inh: APP translation inhibition. SH-SY5Y APP 5'UTR-luciferase reporter, luminescence. inhibition, % at 2 µM. 190,000 tested, 0.82% active;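 active means inhibition above a set limit, derived from the sample mean plus 3 SD, cut at about 45% in these data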; further: values of inactives mirror those of a sister screen read the other way
STAT1 activator: increases IFN-gamma driven STAT1 reporter signal. AID 932. NIH 3T3 STAT1-luciferase reporter, luminescence; 100% = IFN-gamma alone, no compound. activation (% of control), % at 5.5 µM. 200,000 tested, 2.6% active;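 active means activation above the screen-wide mean activation plus 3 SD, cut at about 130% in these data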;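 further: raw ratio to IFN-gamma control signal so 100% means no change and 0% no light; values of inactives mirror those of a sister screen read the other way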
An asterisk follows results filed as active; . = no result given.

Sequence of screens: STAT1 inh	STAT3 act	ROMK mod	NF-kB neuron act	STAT3 blocker	FLuc inh counter	STAT1 activator	APP 5UTR inh	APP 5'UTR act	FLuc act counter
1) CCOc1ccc(-c2cn(-c3cccc(SC)c3)c(=O)[nH]2)cc1
  -5	102	-0.83	1.1	-4	-5	105	-16	16	1.1
2) C=C(Br)Cn1c(CC(C)C)nc2ccccc21
  1	106	-1	0.99	-6	-7	99	-5	5	1.1
3) O=C(NC1CCCC1)C(=O)N(Cc1cccnc1)C(C(=O)NC1CCCC1)c1ccco1 (stereo unspecified)
  -2	99	-0.22	1.1	8	-5	101	9	-9	1.1
4) CCC(=O)Nc1cc(OC)c(NC(=O)c2ccccc2)cc1OC
  -4	104	.	1.1	0	-6	103	9	-9	1.1
5) O=C(O)C1(P(=O)(c2ccccc2)c2ccccc2)CCC1
  3	92	.	1.4	15	-3	97	-26	27	1
6) CCCC(=O)NCc1cc(-c2nn(C)c(=O)c3ccccc23)ccc1OC
  10	105	0.74	0.87	-1	-6	90	-14	14	1.1
7) COc1cc([C@H]2[C@@H]3CCCC[C@]3(O)CCN2CC(=O)Nc2ccc(C)cc2C)ccc1O
  2	100	-2.1	0.62	4	-7	99	-7	7	1.1
8) COc1ccc2cc3cc(C(=O)NC(C)C)oc3nc2c1
  -31	94	-0.0035	1.8	12	20	128	-86	86	0.8
9) CCOC(=O)COn1c(=O)c(-c2ccco2)[n+]([O-])c2ccccc21
  2	97	-0.13	0.96	8	1	98	-14	14	1
10) Cc1cc(NC(=O)CS(=O)(=O)Cc2ccccc2)no1
  -5	92	0.25	1.1	14	-3	104	23	-23	1
11) CCOc1ccc(Oc2nc(NCC(C)C)nc(N(C)C)n2)nn1
  -6	89	.	1.1	16	3	105	8	-8	1
12) COc1cccc(-c2c(NC(=O)c3ccco3)n(-c3ccc(C)cc3)nc(C)c2=O)c1
  -13	99	-0.18	1.4	6	-8	112	-13	13	1.1
13) CC(NC(=O)C12CC3CC(CC(C3)C1)C2)C(=O)N/N=C/C1=C(N2CCOCC2)C(=C\c2cccc([N+](=O)[O-])c2)/CC1 (stereo unspecified)
  13	100	.	1	3	1	89	8	-8	1
14) Cc1ccc(NC(=O)Nc2nc(-c3ccc(C)s3)cs2)cc1
  -2	90	1.5	1.3	18	-6	102	-1	1	1.1
15) CC(=NCCc1ccccc1)C1=C(O)CCC1=O
  6	96	1	1.4	10	-7	94	5	-5	1.1
16) COC(=O)c1c(NC(=O)c2nc3nc(C)cc(C(F)F)n3n2)sc2c1CCC2
  -3	96	-0.13	1.3	12	-6	102	1	-1	1.1
17) Brc1ccc(C=Nc2ccc(Nc3ccccc3)cc2)s1
  -8	103	0.23	1.6	-5	-1	108	45*	-45	1
18) COc1ccccc1-c1ccc(Nc2cccc(C(C)=O)c2)nn1
  -19	94	.	1.1	12	12	117	-14	14	0.9
19) O=c1c2nnn(-c3ccccc3)c2ncn1C/C=C/c1ccccc1
  -5	.	.	0.89	.	-5	103	-9	9	1.1
20) O=Cc1ccccc1Oc1ccccc1
  6	107	.	1.1	-2	-5	95	-1	1	1.1
21) Cc1ccc(C(=O)Nc2ccc(Cl)cn2)cc1
  -25	57	2.4	6.6*	56*	74*	123	-172	172*	0.3
22) COc1ccc(S(=O)(=O)NNC(=O)C2CC(c3cccnc3)=NO2)cc1 (stereo unspecified)
  5	99	-0.017	1	4	-10	95	-26	26	1.1
23) CC(C)CC(=O)Nc1cccc(NC(=O)c2ccccc2Cl)c1
  -6	104	1.2	1.1	-4	-6	106	1	-1	1.1
24) COc1ccc(Cc2nn3c(-c4ccccc4Br)nnc3s2)cc1
  10	115	.	1	-16	-3	91	9	-9	1
25) Cc1cccc(Cn2cc(/C=C/[N+](=O)[O-])c3ccccc32)c1
  -6	103	0.46	2.2	2	-5	106	13	-13	1
26) COC(=O)C1CSC(C)(C)C(=O)N1 (stereo unspecified)
  6	102	0.78	1.3	0	-8	94	2	-2	1.1
27) CSc1ccc(Cl)c(C(=O)NCCOc2ccccc2)c1
  -8	94	-2	1.4	15	-2	107	-8	8	1
28) Cc1cc(C)nc(Nc2n[nH]c(-c3cccc4ccccc34)n2)n1
  3	92	.	0.96	13	-3	97	6	-6	1
29) CN1C(=S)SC(C)(NO)C1(C)C (stereo unspecified)
  -1	103	.	1.1	1	-2	101	-1	1	1
30) COc1ccc(/C=N/NC(=O)c2cccnc2)cc1CN1CCc2cc(OC)c(OC)cc2C1C (stereo unspecified)
  1	102	.	0.8	2	-1	98	6	-6	1
31) CCC(CO)NCc1ccc(-c2ccccc2)cc1 (stereo unspecified)
  -5	100	.	1.3	-6	-5	104	1	-1	1.1
32) O=c1[nH]c(SCc2ccc(Cl)cc2)nc2ccsc12
  -22	107	-0.58	1.1	-1	46	119	-17	17	0.5
33) Cc1noc(C)c1CN1C(=O)NC2(CCCCCCC2)C1=O
  1	104	0.3	1	-5	-1	97	-4	3	1
34) COc1cc(CNc2ccc(O)cc2)cc(Br)c1OCc1ccccc1
  -8	84	-0.0025	1.2	28	-6	107	16	-16	1.1
35) O=C(CCC(=O)c1ccc(F)cc1)Nc1ccccc1Cl
  -12	107	.	1.7	-6	-4	110	-21	21	1
36) CCOc1ccc(/C=C2\SC(=S)N(Nc3ccccc3)C2=O)cc1OC
  -3	107	.	1.3	-8	-5	103	-11	11	1.1
37) CCN1CCCC1CNS(=O)(=O)c1ccc(C(=O)Nc2ccccc2)cc1 (stereo unspecified)
  0	101	.	0.86	0	-6	100	-6	6	1.1
38) O=c1cnnc(Nc2ccccc2F)[nH]1
  -4	99	0.48	1.1	4	2	104	-13	13	1
39) CCC(C)(C)n1nnnc1CN1CCN(c2nc3ccc(C)cc3cc2C#N)CC1
  0	99	.	0.85	3	-5	100	3	-3	1
40) Cc1ccc(S(=O)(=O)c2c(N)n(CCN3CCOCC3)c3nc4ccccc4nc23)cc1C
  -1	98	.	0.96	12	5	101	-8	8	0.9

Limited to FLuc act counter, for two of the compounds above:
| nr | molecule | FLuc act counter |
| --- | --- | --- |
| 39 | CCC(C)(C)n1nnnc1CN1CCN(c2nc3ccc(C)cc3cc2C#N)CC1 | 1 |
| 40 | Cc1ccc(S(=O)(=O)c2c(N)n(CCN3CCOCC3)c3nc4ccccc4nc23)cc1C | 0.9 |

Next records.
Sequence of screens: STAT1 inh	STAT3 act	ROMK mod	NF-kB neuron act	STAT3 blocker	FLuc inh counter	STAT1 activator	APP 5UTR inh	APP 5'UTR act	FLuc act counter
41) O=c1[nH][nH]cc1C=Nc1ccccc1O
  20	95	0.21	6.2*	14	-2	82	-22	22	1
42) COc1ccc(CNC(N)=O)cc1OC
  1	100	0.44	1.1	6	-10	99	0	0	1.1
43) Cc1[nH]c2ccccc2c1-c1csc(NC(=O)CN2CCOCC2)n1
  5	90	0.004	1	20	-4	96	0	0	1
44) c1ccc(CN2CCC(=NNc3nc4ccccc4[nH]3)CC2)cc1
  -4	127	0.00022	1.1	-26	4	106	-65	65	1
45) Cn1c(SCc2cccnc2)nnc1-c1c[nH]c2ccccc12
  -4	95	.	1.4	15	0	103	.	.	1
46) CCCC(=O)NC1=C(C#N)C2(CCCCC2)Cc2ccccc21
  3	98	-0.93	1	10	4	97	2	-2	1
47) Cc1ccc(C)c(NC(=O)CSc2nnc(-c3n[nH]c4ccccc34)o2)c1
  -11	96	-0.074	0.9	5	-4	110	-9	9	1
48) CC(=O)/C(=C\Nc1ccc(OCc2ccccc2)cc1)c1ccccc1
  -10	99	.	0.95	7	-2	109	-3	3	1
49) COc1ccccc1Nc1nc(N)nc(CN2CCCCCC2)n1
  -11	102	.	1.1	2	-1	110	1	-1	1
50) Cc1ccc(S(=O)(=O)N(c2cccc(C)c2)C2CCS(=O)(=O)C2)cc1 (stereo unspecified)
  14	98	0.54	1.1	10	-6	87	4	-5	1.1
51) Cc1ccc(S(=O)(=O)Nc2cc(C(C(=O)OC(C)C)C(=O)C(F)(F)F)c(O)c3ccccc23)c(C)c1 (stereo unspecified)
  -3	138*	.	0.85	-45	-6	102	-4	4	1.1
52) CCC/C=N/NC(=O)c1ccc(F)cc1
  -9	99	0.076	1	3	0	108	-13	13	1
53) Cc1ccc(S(=O)(=O)N2CCCN(S(=O)(=O)c3ccc4ccccc4c3)CC2)cc1
  8	99	.	1.1	5	-6	93	0	0	1.1
54) O=c1c2oc3ccccc3c2ncn1Cc1ccccc1F
  -11	107	.	3.5*	0	-4	110	-4	4	1
55) CCOC(=O)CNC(=S)N(Cc1ccccc1F)C1CCCCC1
  3	99	1.2	0.95	4	-6	96	15	-15	1.1
56) COc1ccc(/C=C/C(=O)c2cc(F)ccc2OC(=O)c2ccccc2)cc1OC
  -26	130	.	.	-28	.	124	90*	-90	.
57) CN(C(=O)CSc1nc(-c2ccccc2)cn1N)C(c1ccccc1)c1ccccc1
  -9	103	-0.016	0.81	-3	-6	85	6	-6	1.1
58) S=C(Nc1ccccn1)NC1CCCC1
  -8	107	1.3	1.2	0	-1	106	-15	15	1
59) CC(=O)Nc1ccc(S(=O)(=O)NC2(C(F)(F)F)NC(=O)N(C3CCCC3)C2=O)cc1 (stereo unspecified)
  -3	99	0.38	1.3	5	-5	99	23	-23	1
60) COc1ccc(-c2cc(C(F)(F)F)nc(SCC(=O)Nc3sc4c(c3C#N)CCC4)n2)cc1
  11	89	.	1.4	20	-9	90	.	.	1.1
61) CCCCCOC(=O)C1=C(C)Nc2nnnn2C1c1ccc(OC)c(OC)c1OC (stereo unspecified)
  -3	105	.	1.3	0	-4	103	2	-2	1
62) CCN1CC(CN(C)Cc2nc(-c3ccc(C(F)(F)F)cc3)no2)CC1=O (stereo unspecified)
  7	100	-0.46	1.4	2	-6	92	11	-11	1.1
63) O=C(Nc1ccc(NS(=O)(=O)c2ccccc2)cc1)c1cccnc1
  -13	98	-0.12	1.4	4	-8	110	10	-10	1.1
64) O=C(CN1CCN(c2ccccn2)CC1)N1CC(O)CO1 (stereo unspecified)
  3	104	0.37	0.94	0	-2	96	9	-9	1
65) CC(C)OC(=O)CC(=O)CSc1nc2c(cc1C#N)CCC2
  6	97	.	1.7	9	1	94	-12	12	1
66) Fc1ccc(N/N=C/C=C/c2ccccc2)c(F)c1
  -41	99	-0.19	2.3	2	-7	137*	-54	54	1.1
67) C/C(=N\N1C(=O)c2ccccc2C1=O)c1cccc([N+](=O)[O-])c1
  2	96	-0.23	1.2	3	-2	98	3	-3	1
68) CS(=O)(=O)N(CC(=O)N1CCN(Cc2ccccc2)CC1)Cc1ccccc1
  12	89	.	0.99	15	-4	88	-5	5	1
69) Cc1ccc(OCC(=O)N/N=C/c2ccccc2)c([N+](=O)[O-])c1
  -2	99	1.4	1.2	2	7	100	-10	10	0.9
70) O=C(CSc1nc2ccccc2n1CC(=O)N1CCCC1)NCc1ccc2c(c1)OCO2
  3	97	-0.1	1.3	7	4	97	-7	7	1
71) Cc1ccc(C(OCC(C)(C)C[N+](C)(C)C)c2ccccc2)cc1 (stereo unspecified)
  0	99	0.015	0.83	13	-4	99	10	-10	1
72) CCOc1ccccc1-c1c2cc(O)c(=O)cc-2oc2cc(O)c(O)cc12
  6	103	.	0.95	-5	6	94	10	-10	0.9

No enrichment for hits; 7.1% or so of the library scored in one or more.
